Screening data (PubChem)
FN deposition inh: fibronectin deposition inhibition; inhibition, % at 12.6 µM; AH1F fibroblasts, Alexa488-fibronectin deposition fluorescence, overnight; 350,000 compounds, 0.086% hits;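 active means mean inhibition across replicates of 30% or more, regardless of how many single replicates reach that level; inconclusive means mean under 30% yet at least half of replicates reach 30%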;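 further: positive control wells lacked labelled fibronectin entirely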
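Test system: AH1F fibroblast monolayer depositing Alexa488-labelled fibronectin into matrix. Input: 10000 cells per well. Technique: fluorescence, ex 485 nm, em 525 nm. Buffer or medium: DMEM plus 2% serum, read in PBS. Timing: 1 h cell adhesion before compound, then overnight fibronectin incubation. Compound: single dose, pinned. Read-out basis: inhibition from reduced deposited-fibronectin fluorescence.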
LGR2 antag: Drosophila LGR2 receptor signaling inhibition; HEK293 LGR2, CRE-luciferase, bursicon-stimulated, 4 h; inhibition, % at 9.99 µM; 380,000 compounds, 0.35% hits;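 active means drop in luminescence signal, shown as inhibition above about 50% in the replicate tests, limit read from the data, passing the limit was not always enough; inconclusive means probably only some replicates passing the limit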;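 further: agonist challenge used bursicon conditioned medium at about half maximal strength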
PGC1a acetyl inh: PGC1a acetylation modulation, inhibitor mode | U2OS PGC1a acetylation, AlphaScreen anti-acetyl-lysine; with virally co-expressed GCN5 acetyltransferase | inhibition, % at 15.6 µM | 350,000 compounds, 0.17% hits;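 active means every replicate shows inhibition of at least 40%; inconclusive means mean inhibition at least 40% but some replicate below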;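 further: 0% = neutral control wells and 100% = positive control wells; some results beyond the cut were filed as inactive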
miR-122 sensor: inhibitors of miR-122 in Huh7 cells; Huh7 miR-122 Renilla luciferase sensor, 48 h; neutral wells = 0, positive control = 100; activation (reporter increase), % at 12.5 µM; 340,000 compounds, 0.3% hits;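 active means mean replicate activation score at least 90 and every replicate individually at or above 90; inconclusive means only one of the two criteria met; inactive means neither criterion met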;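 further: higher luciferase means less miR-122 activity so hits act as miR-122 inhibitors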
Cneo AK release: causes C. neoformans cell lysis. 360,000 compounds, 0.2% hits. lysis activity, % at 15 µM. AID 651654. adenylate kinase release luminescence, 4 h; normalised: neutral wells 0, clomiphene wells 100;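 active means mean lysis activity across replicates of at least 80%, whatever share of replicates individually reach that level; inactive means mean lysis activity below 80%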
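Material – log-phase Cryptococcus neoformans yeast cells · Input – 5 × 10^6 yeast cells/mL · Medium – fresh YPD growth medium · Doses – single compound concentration per well · Timing – static 4 h at 37 °C with compound, 1 h detection · Detection – adenylate kinase release luminescence · Read-out – signal increase indicating cell lysis · Control set – Clomiphene as positive lysis control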
Casp6 inh: inhibitors of human caspase-6; purified caspase-6, Z-VEID-R110 cleavage fluorescence; 350,000 compounds, 0.53% hits; P55212; inhibition, % at 12.5 µM; AID 686996;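 active means mean inhibition across replicates at least about 35%, with every replicate also reaching that limit, limit read from the data; inconclusive means only one of the two criteria met; inactive means neither criterion met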;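 further: 0% = median of neutral control wells and 100% = no fluorescence left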
Target sequence (P55212 24-179 limits assumed): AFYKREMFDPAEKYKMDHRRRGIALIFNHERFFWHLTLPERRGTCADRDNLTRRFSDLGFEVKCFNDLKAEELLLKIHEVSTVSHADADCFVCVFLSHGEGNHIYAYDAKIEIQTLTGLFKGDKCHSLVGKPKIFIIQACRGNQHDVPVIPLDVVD
Target sequence (P55212 194-293 limits assumed): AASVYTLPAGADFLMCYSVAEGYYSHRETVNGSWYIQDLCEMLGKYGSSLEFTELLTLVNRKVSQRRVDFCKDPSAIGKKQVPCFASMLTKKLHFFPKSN
PAX8 reporter: lowers PAX8-driven luciferase in RMG-I cells | 360,000 compounds, 1.2% hits | RMG-I TPO-luciferase reporter, SteadyGlo, 24 h | AID 652154 | inhibition, % at 12.6 µM;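 active means mean replicate inhibition at least 60% with every replicate also reaching 60%; inconclusive means only one of the two criteria is met; inactive means mean below 60% and not all replicates reaching 60%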;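 further: luciferase light reporting Pax8 driven TPO promoter activity; plate controls were median of neutral control wells for no effect and mitoxantrone controls for full effect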
EWS-Fli inh: EWS/Fli transcriptional activity inhibition | A673 NR0B1-luciferase reporter, viability-normalised | inhibition, % at 12.6 µM | 350,000 compounds, 0.67% hits | AID 651661;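 active means mean inhibition of at least 50% after viability correction, with every replicate also passing that limit; inconclusive means mean reaches 50% but only one of two replicates passes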;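 further: firefly luciferase signal divided by Alamar Blue viability fluorescence both relative to DMSO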
An asterisk follows results filed as active; ? = inconclusive; . = not tested or not shown; & = joins results of further samples; [ ] = another dose, or the depositor's remark. This is a random part of the collection; 2.5% or so of the library scored in one or more.

Sample of the layout (2 entries):
SMILES | FN deposition inh | LGR2 antag | PGC1a acetyl inh | miR-122 sensor | Cneo AK release | Casp6 inh | PAX8 reporter | EWS-Fli inh
O=C(NC1CCCCC1)C(c1cccnc1)N(C(=O)CCl)c1cccc(Cl)c1 (configuration not stated) | 0 | -11 | -15 | -3 | 3 | 5 | 29 | 58*
COc1ccc(N(CC(=O)NCc2ccco2)S(C)(=O)=O)cc1OC | -3 | . | 5 | -4 | -1 | . | . | .

Main list, from the first entry:
SMILES | FN deposition inh | LGR2 antag | PGC1a acetyl inh | miR-122 sensor | Cneo AK release | Casp6 inh | PAX8 reporter | EWS-Fli inh
O=C(NC1CCCCC1)C(c1cccnc1)N(C(=O)CCl)c1cccc(Cl)c1 (configuration not stated) | 0 | -11 | -15 | -3 | 3 | 5 | 29 | 58*
COc1ccc(N(CC(=O)NCc2ccco2)S(C)(=O)=O)cc1OC | -3 | . | 5 | -4 | -1 | . | . | .
Cn1c(=O)c2c(SCCN3CCOCC3)nc(C3CCCC3)nc2n(C)c1=O | 1 | -38 | -3 | . | . | -2 | 11 | 9
Cc1cc2c(c(=O)o1)[C@@]1(C(=O)N(C)c3cc(Br)ccc31)C1=C(CCCC1=O)O2 | 7 | -26 | . | . | . | -5 | -13 | -8
COCC(=O)N(C)C[C@H]1Oc2ncc(Br)cc2C(=O)N([C@@H](C)CO)C[C@H]1C | . | 1&13 | 0&7&0 | 1 | -1&-1&-6 | 0&0&-5 | 16&-26 | -14&-12&-1
O=C(NCC1CCCO1)c1nn2c(C(F)(F)F)cc(-c3cc(Br)cs3)nc2c1Br (configuration not stated) | 3 | -3 | . | 1 | 0 | 1 | 6 | -3
Cc1ccccc1C(=O)N[C@H](C(=O)N1CCC[C@H]1C(=O)NCCc1ccccc1Cl)C(C)C | 0 | -18 | . | . | . | -1 | -2 | 5
CN(C)C(=O)c1ccc(-c2ccc3c(c2)[C@@H]2[C@@H](CCN2Cc2ccc4c(c2)OCO4)[C@@H](CO)N3)cc1 | -1 | 2 | 5 | -16[16.7 µM] | 41 | -1 | -2 | 1
S=c1[nH]nc(Cc2c[nH]c3ccccc23)o1 | . | 3 | 7 | -2 | 0 | . | . | .
CC1(C)CC(=O)C(C=Nc2ccc3[nH]ncc3c2)=C(O)C1 | . | -2 | 28 | 6 | 5 | . | . | .
CC1(Oc2cccc(F)c2)CCN(Cc2ccc(-c3ccccn3)cc2)C1 (configuration not stated) | 5 | -15 | 0 | 1 | 6 | 2 | 9 | -14
CC1CCN(C(=O)C2CCN(S(=O)(=O)c3ccc(-n4cnnn4)cc3)CC2)CC1 | 0 | 14 | 1 | -4 | -1 | -3 | -2 | 14
Cc1cccc(N(C(=O)c2snc(C(N)=O)c2N)C(C(=O)NCC2CCCO2)c2ccc3ncccc3c2)c1 (configuration not stated) | -1 | 3 | . | -4 | 8 | 0 | 19 | 9
CCCCn1c(N)c(N(CC(C)C)C(=O)c2cc(C)nc3ccccc23)c(=O)[nH]c1=O | 5 | -11 | 10 | 6 | 0 | -5 | 0 | 1
Cc1nc2ccccc2c(=O)n1CCCN1CCOCC1 | 2 | 45 | . | . | . | -2 | 6 | -2
CC(=O)NC1C(Oc2ccc(C)cc2)OC2COC(c3ccco3)OC2C1O (configuration not stated) | 3 | -9 | . | . | . | -2 | 21 | 5
Cc1ccc(S(=O)(=O)N(C)C[C@H]2Oc3c(NS(=O)(=O)c4ccc(Cl)cc4)cccc3C(=O)N([C@H](C)CO)C[C@@H]2C)cc1 | . | 10 | -4 | 0[16.7 µM] | -1 | -1 | -7 | -1
COc1ccccc1OCCOc1ccc(/C=C2\C(=N)N3N=C(S(C)(=O)=O)SC3=NC2=O)cc1 | 2 | -7 | -1 | 10 | -1 | 1 | -4 | -14
C[C@@H]1CN([C@@H](C)CO)S(=O)(=O)c2ccc(C#CC3CC3)cc2O[C@H]1CN(C)C(=O)c1cccc(F)c1 | . | 13 | -8 | -2[16.7 µM] | -3 | 4 | 9 | -8
C=CCNC(=O)NC(=O)Cn1c(=O)c2c(ncn2CC)n(Cc2ccccc2)c1=O | 2 | 6 | -3 | -15 | -1 | -3 | 5 | 1
C#CCNC(=O)C1=C[C@H](c2coc3ccccc3c2=O)[C@@H](CCCO)[C@H](OCC)O1 | 2 | 0 | 0 | -4 | -7 | -1 | 13 | 3
CC(C)(O)CN(C(=O)c1ccc([N+](=O)[O-])cc1)C1CCCC1 | . | 6 | . | . | . | -1 | 12 | -4
COc1ccc(/C=N/NC(=O)c2ccc(NC(=O)c3ccccc3Br)cc2)cc1 | -1 | -12 | . | 8 | . | . | -5 | .
CCCCCn1c(CN2CCN(C(=O)c3ccco3)CC2)nc2c1c(=O)n(C)c(=O)n2C | 4 | . | . | 1 | 0 | 0 | -8 | 6
CC(C)C1N=C2c3ccccc3N=C(SCC(=O)NCCc3ccc(S(N)(=O)=O)cc3)N2C1=O (configuration not stated) | -4 | . | . | -6 | 12 | . | 11 | .
COc1cc(C2C(C(=O)c3ccc(C)o3)=C(O)C(=O)N2c2cc(C)on2)cc(OC)c1OC (configuration not stated) | 3 | 7 | -2 | -3 | -6 | 0 | 3 | 1
COc1ccc(NC(=O)Nc2ccc3c(c2)C(=O)N([C@@H](C)CO)C[C@H](C)[C@@H](CN(C)C(=O)Nc2ccc(F)cc2)O3)cc1 | . | 20 | 26 | -4[16.7 µM] | -4 | -1 | 3 | -6
COC(=O)[C@]1(Cc2ccccc2CN=[N+]=[N-])N=C(c2ccc(OCCCO)cc2)O[C@@H]1c1ccccc1 | . | . | -39 | . | -10 | 0 | ? | -2
COc1ccc(Br)cc1/C=N/Nc1ccc(S(=O)(=O)Nc2ccccc2C(=O)O)cc1[N+](=O)[O-] | -4 | 22 | 4 | -8 | -1 | 49* | 1 | -5
CC(=O)Nc1ccc(-c2ccnc(-c3ccc(NC(C)=O)cc3)n2)cc1 | -2 | -14 | -13 | 2 | . | -1 | 6 | -7

Compounds listed so far that have a furan ring, fused or not (4):
SMILES | FN deposition inh | LGR2 antag | PGC1a acetyl inh | miR-122 sensor | Cneo AK release | Casp6 inh | PAX8 reporter | EWS-Fli inh
COc1ccc(N(CC(=O)NCc2ccco2)S(C)(=O)=O)cc1OC | -3 | . | 5 | -4 | -1 | . | . | .
CC(=O)NC1C(Oc2ccc(C)cc2)OC2COC(c3ccco3)OC2C1O (configuration not stated) | 3 | -9 | . | . | . | -2 | 21 | 5
CCCCCn1c(CN2CCN(C(=O)c3ccco3)CC2)nc2c1c(=O)n(C)c(=O)n2C | 4 | . | . | 1 | 0 | 0 | -8 | 6
COc1cc(C2C(C(=O)c3ccc(C)o3)=C(O)C(=O)N2c2cc(C)on2)cc(OC)c1OC (configuration not stated) | 3 | 7 | -2 | -3 | -6 | 0 | 3 | 1

Casp6 inh, entries above that show a hit.
compound	LGR2 antag	PGC1a acetyl inh	miR-122 sensor	Casp6 inh
COc1ccc(Br)cc1/C=N/Nc1ccc(S(=O)(=O)Nc2ccccc2C(=O)O)cc1[N+](=O)[O-]	22	4	-8	49*

Additional compounds.
SMILES | FN deposition inh | LGR2 antag | PGC1a acetyl inh | miR-122 sensor | Cneo AK release | Casp6 inh | PAX8 reporter | EWS-Fli inh
O=C(NCCO)/C(=C/c1ccc(Br)cc1)NC(=O)c1cccs1 | . | -2 | 9 | -7 | 4 | -2 | . | -17
COCc1cc(=O)[nH]c(Nc2nc3ccccc3o2)n1 | 0 | . | -8 | 12 | 1 | . | 15 | .
CCCOc1ccc(C(F)(F)F)cc1NC(=O)CCc1c(C)noc1C | 1 | 4 | -3 | -9 | 0 | -4 | -10 | 5
COc1ccc(-c2cc(C(=O)OCc3ccccn3)c3ccccc3n2)cc1 | -10 | 4 | -10 | -2 | -14 | 11 | -4 | -37
Cc1ccc(S(=O)(=O)N2CC[C@@H]3[C@H]2c2cc(C#Cc4cccc(F)c4)ccc2N[C@@H]3CO)cc1 | -21 | 3 | 4 | -6[16.7 µM] | -1 | -2 | 27 | 0
C[C@H]1CN([C@@H](C)CO)C(=O)Cc2cc(NC(=O)Nc3ccccc3)ccc2O[C@@H]1CN(C)C(=O)Nc1cccc2ccccc12 | . | -5 | -3 | -4[16.7 µM] | -1 | 1 | . | 7
C[C@H](CO)N1C[C@H](C)[C@H](CN(C)C)OCCCC[C@H](C)Oc2ccc(NC(=O)CCC(F)(F)F)cc2C1=O | . | -6 | -1 | 3[16.7 µM] | 0 | -3 | -2 | -1
CCOc1ccc(NC(=O)C2(c3ccc(OC)c(OC)c3)CCCC2)cc1 | 6 | 1 | -5 | -11 | -2 | 1 | 1 | -7
Cc1ccc(OCCN2CCN(c3nc(NCc4ccco4)c4ccccc4n3)CC2)cc1 | . | 10 | -7 | -5 | -3 | . | . | .
C=CCn1cccc(C(=O)Nc2cc(OC)cc(OC)c2)c1=O | -6 | -3 | 17 | -3 | -4 | 3 | -33 | -36
CCOCCCNC(=O)C1CCN(S(=O)(=O)CC)CC1 | . | -14 | -4 | 1 | 0 | . | . | .
O=C(c1ccco1)N1CCN(CC(O)COc2ccc3oc4ccccc4c3c2)CC1 (configuration not stated) | . | 12 | 10 | -3 | 9 | . | . | .
Cc1cccc(NC(=O)c2nc(S(=O)(=O)Cc3ccccc3)ncc2Cl)c1 | 21 | 0 | . | 8 | -1 | . | 65* | 57*
Cc1ccc(SCC(=O)NCc2ccc(F)cc2)cc1 | 16 | . | -3 | 1 | 3 | 1 | -15 | -2
COc1ccc(CCNS(=O)(=O)c2ccc(OC)c(OC)c2)cc1OC | -10 | 1 | 9 | 6 | 0 | -6 | -27 | 0
CC1CCc2nc(NC(=O)CN3CCN(c4ccc(F)cc4)CC3)sc2C1 (configuration not stated) | -7 | . | -20 | -19 | -3 | . | 2 | .
Cc1ccc(S(=O)(=O)CCC(=O)Nc2nnc(-c3ccccc3S(C)(=O)=O)o2)cc1 | 6 | 1 | . | . | . | 3 | 13 | 5
CN(Cc1c(F)cccc1Cl)C(=O)c1cnc2ccccc2n1 | -11 | -3 | -2 | 33 | 0 | 3 | -4 | -15
COc1cccc(C(=O)Nc2ccc(N3CCN(Cc4ccccc4)CC3)cc2)c1 | 8 | . | -17 | -11 | 0 | . | -4 | .
Cn1c(C(=O)NC2CCCCC2)cc2c(=O)n(C)c3ccccc3c21 | -6 | . | -4 | 6 | 0 | -1 | 12 | -4
COC(=O)c1c(-c2ccccc2)[nH]c(-c2nccc3ccccc23)c1C(=O)OC | 3 | -21 | . | . | . | -1 | -24 | -6
CNC[C@@H]1OCCCC[C@H](C)Oc2ccc(NS(=O)(=O)c3ccccc3)cc2C(=O)N([C@H](C)CO)C[C@@H]1C | . | 23 | -10 | -3[16.7 µM] | 20 | 1 | -3 | -2
CCCCCC[n+]1c(-c2ccccc2)csc1Nc1ccccc1 | -14 | 9 | . | . | . | -2 | -2 | -4
CO[C@H]1CN(C)C(=O)c2cc(NS(C)(=O)=O)ccc2OC[C@H](C)N(Cc2ccccc2)C[C@@H]1C | 1 | 43 | -8 | -13[16.7 µM] | -1 | 5 | -1 | 12
Cc1sc(NC(=O)Cn2nc(C(F)(F)F)cc2C)c(C(=O)OC(C)C)c1C | . | 12 | 1 | -1 | 3 | . | . | .
